# Bioassay records deposited in PubChem by The Scripps Research Institute Molecular Screening Center.
# TAAR1 ag: human TAAR1 agonism. 0.99% of 360,000 active. activation, % at 3 µM. CHO RD-HGA16 TAAR1, Fluo-8 calcium fluorescence; vehicle wells 0%, saturating PEA agonist 100%. AID 624467. Q96RJ0;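 active = activation above the mean activation of all test compounds in the run plus 3 SD, cut at about 38% in these data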
#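 Benchmarks: low control DMSO, high control PEA (EC100); System: CHO RD-HGA16 cells carrying human TAAR1 plus Gα16; Detection: Fluo-8 fluorescence, 5 s baseline then 140 s kinetic read; Schedule: 17-24 h plating, Fluo-8 75 min 37 °C, 30 min RT; Read-out basis: % activation from peak over basal fluorescence ratio, DMSO-to-PEA scaled.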
# CHO parental Ca: counter-screen: ATP calcium response change in parental CHO cells | parental CHO-K1, ATP-induced calcium, Fluo-8 fluorescence | inhibition, % at 5.6 µM | 0.63% of 330,000 active | AID 463079;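 active = inhibition above that plate's mean sample inhibition plus 3 SD, cut at about 26% in these data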;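 note: 0% = ATP-challenged DMSO wells and 100% = DMSO wells without ATP; some compounds past the cut are filed as inactive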
#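 Test system: parental CHO cells; detection: calcium-sensitive Fluo-8 fluorescence; evaluation: percent inhibition of calcium signal; also added: ATP as calcium-mobilizing challenge; repeats: one well per compound; control set: ATP-challenged DMSO wells low, unchallenged DMSO wells high; compound: single nominal dose of 5.6 µM per compound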
# CHRM1 agonist: human M1 muscarinic receptor agonism; 0.33% of 360,000 active; activation, % at 3 µM; P11229; CHO-K1 hM1, Fluo-8 calcium fluorescence, agonist mode; 0% DMSO, 100% acetylcholine EC100;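 active = activation above the run's mean compound activation plus 3 SD, cut at about 16% in these data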;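 note: peak over basal fluorescence ratio within a 140 s kinetic read after compound addition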
# Target sequence (P11229 whole entry, looked up): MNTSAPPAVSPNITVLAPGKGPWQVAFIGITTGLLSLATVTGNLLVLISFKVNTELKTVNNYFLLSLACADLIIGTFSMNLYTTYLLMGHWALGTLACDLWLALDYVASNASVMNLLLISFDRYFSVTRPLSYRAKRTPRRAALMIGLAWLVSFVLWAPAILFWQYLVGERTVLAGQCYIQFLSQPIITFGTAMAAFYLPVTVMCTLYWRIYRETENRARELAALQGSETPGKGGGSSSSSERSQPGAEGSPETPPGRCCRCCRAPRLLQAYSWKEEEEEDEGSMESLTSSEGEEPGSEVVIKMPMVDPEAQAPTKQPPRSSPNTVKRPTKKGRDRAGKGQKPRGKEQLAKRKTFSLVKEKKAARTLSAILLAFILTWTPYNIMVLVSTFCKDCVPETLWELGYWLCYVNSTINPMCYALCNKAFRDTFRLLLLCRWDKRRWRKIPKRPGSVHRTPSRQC
# CHRM1 PAM: human CHRM1 positive allosteric modulation; CHO-K1 hM1, Fluo-8 calcium fluorescence, ACh EC20; 0% = ACh EC20, 100% = maximal ACh; activation, % at 3 µM; 0.088% of 360,000 active; P11229; in the data active = activation above about 19%, passing the limit was not always enough
# TAAR1 antag: human TAAR1 antagonism; 1.5% of 360,000 active; inhibition, % at 3 µM; CHO RD-HGA16 TAAR1, Fluo-8 calcium fluorescence, antagonist; Q96RJ0;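 active = inhibition above a per-plate cutoff, the mean inhibition of test compounds on that plate plus 3 SD, cut at about 49% in these data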;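 note: 0% = DMSO plus EC80 beta-PEA response and 100% = DMSO alone without agonist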
#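 Test system – hTAAR1-expressing CHO RD-HGA16 cells, Gα16-coupled · Also added – β-PEA at EC80 concentration, post-compound challenge · Compound – 3 µM, single point · Incubation – dye loading 75 min at 37 °C, then 30 min room temperature · Measured by – Fluo-8 intracellular calcium dye fluorescence, real-time kinetic reads · Benchmarks – vehicle and agonist controls · Replicates – singlicate, one well per test compound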
# M1 antag: blocks human M1 muscarinic receptor | P11229 | CHO-K1 hM1, Fluo-8 calcium fluorescence, ACh EC80 antagonist | inhibition, % at 3 µM | 1.3% of 360,000 active;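 active = percent inhibition above its own plate's cutoff, namely the mean of that plate's compound wells plus 3 SD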;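 note: peak over basal fluorescence ratio during 140 s after agonist addition; 0% = ACh EC80 plus DMSO and 100% = DMSO alone without agonist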
# OXTR potentiator: human OXTR potentiation; P30559; CHO-OTR cells, Fluo-8 calcium fluorescence, potentiator mode; 0% = oxytocin EC15, 100% = EC100; activation, % at 3 µM; 0.061% of 320,000 active; AID 2445;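 active = activation above that plate's cutoff, the mean activation of tested compounds plus 3 SD, cut at about 6.6% in these data, passing the limit was not always enough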;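 note: 100% uses oxytocin at 75 nM as the full agonist control; some results filed as inactive read as strong as hits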
#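 Material: CHO-OTR cells, human receptor; compound dosing: single dose, 3.0 µM nominal final compound concentration; schedule: 6 min compound pre-incubation at room temperature, 100 s kinetic read; measured by: kinetic Fluo-8 calcium fluorescence; read-out basis: % activation vs EC15 and EC100 oxytocin; controls: EC15 oxytocin alone as 0%, 75 nM oxytocin as 100%; replicates: singlicate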
# V1R ag counter: activates human V1a receptor in oxytocin agonist counter-screen; P37288; CHO-V1R cells, Fluo-8 calcium fluorescence, agonist mode; 0% DMSO, 100% 3 nM vasopressin; activation, % at 3 µM; 0.25% of 320,000 active; AID 2797;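 active = activation above the mean activation of all tested compounds plus 3 SD, per screening run, cut at about 20% in these data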;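 note: signal is peak over basal fluorescence ratio across a 100 second FLIPR read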
# Target sequence (P37288 whole entry, looked up): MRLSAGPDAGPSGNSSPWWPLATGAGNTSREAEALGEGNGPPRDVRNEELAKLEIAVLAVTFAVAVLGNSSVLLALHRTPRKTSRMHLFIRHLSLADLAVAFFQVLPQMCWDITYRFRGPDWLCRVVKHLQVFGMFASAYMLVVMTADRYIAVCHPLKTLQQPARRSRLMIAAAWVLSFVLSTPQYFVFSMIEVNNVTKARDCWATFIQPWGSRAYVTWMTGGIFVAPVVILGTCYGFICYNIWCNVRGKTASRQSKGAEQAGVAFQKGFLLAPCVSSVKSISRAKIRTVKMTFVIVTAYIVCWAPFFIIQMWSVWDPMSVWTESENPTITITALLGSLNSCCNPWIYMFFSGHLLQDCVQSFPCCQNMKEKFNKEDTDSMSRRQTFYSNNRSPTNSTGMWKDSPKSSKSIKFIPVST
# OXTR agonist: agonists of human oxytocin receptor. activation, % at 3 µM. CHO-OTR cells, Fluo-8 calcium fluorescence; normalized: DMSO 0%, oxytocin 100%. 0.32% of 320,000 active;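 active = activation above the mean of all tested compounds plus 3 SD, cutoff set per screening run, cut at about 20% in these data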;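 note: peak over basal fluorescence ratio from a 100 s FLIPR kinetic read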
# * hit, by the source's call; / = not tested or not shown.
SMILES,TAAR1 ag,CHO parental Ca,CHRM1 agonist,CHRM1 PAM,TAAR1 antag,M1 antag,OXTR potentiator,V1R ag counter,OXTR agonist
CC1(C)Cc2nc3oc4c(N(CCO)Cc5ccccc5)ncnc4c3cc2CO1,18,-8,6,-5,4,12,-17,1.3,0.5
COc1ccc(OC)c(NC(=S)NCCSc2ccc(C)cc2)c1,1,-27,-6,-4,0,-2,-3,0.5,-1.3
C#CCOCCOCCOCCNc1nc(N2CCN(C(=O)CCCCCCCCCCNC(=O)Cn3cc(C[C@@H](C)O)nn3)CC2)nc(N2CCN(C(=O)CCCCCCCCCCNC(=O)[C@H](CCCCN)n3cc(CCCC(=O)O)nn3)CC2)n1,-1,-15,-3,3,7,1,-13,2.8,-1.3
O=C1N/C(=C\c2ccc(O)cc2)C(O)=C1C=NCc1ccccc1,5,-2,-2,12,7,-7,-7,0.8,1.3
COc1ccc(COCC(O)CN(Cc2ccco2)Cc2ccccc2O)cc1 (configuration not stated),-2,-8,-7,-2,-2,5,-8,2.6,0.4
O=[N+]([O-])c1ccc(-c2ccc(S(=O)(=O)N3CCOCC3)cc2)cc1,3,-3,-2,2,-3,-11,-4,1.1,1.4
Cc1ccc(NC(=O)C2CCN(C(=O)NCc3ccccc3)CC2)cc1C,7,-17,-4,8,-24,-8,-2,0.6,0.2
O=[N+]([O-])c1cccc(C=NN=Cc2ccccc2O)c1,2,/,2,11,-7,-7,/,/,/
CCN(CC)S(=O)(=O)c1ccc(OCC(=O)NC2CCS(=O)(=O)C2)c([N+](=O)[O-])c1 (configuration not stated),9,-8,2,7,-3,-13,-6,-0.5,1.0
Cc1ccc(S(=O)(=O)NCCCn2ccnc2)cc1,6,-7,-6,-7,0,9,-5,0.8,-0.5
CCOc1ccccc1N1CCN(CC(=O)N(C2CCCC2)C2CCS(=O)(=O)C2)CC1 (configuration not stated),0,-14,-1,6,-4,-9,2,6.8,-0.5
CCN(C(=O)COC(=O)CCc1ccccc1OC)c1c(N)n(Cc2ccccc2)c(=O)[nH]c1=O,0,-6,-4,2,-5,-1,6,1.1,-0.5
CCCOC(=O)C1[C@H]2C(=O)N(Cc3ccco3)C[C@]23C=C[C@H]1O3 (some centres not stated),0,-5,-2,5,8,0,-6,-0.4,-1.1
COc1ccc(C(C)(C)C)cc1NC(=O)CCCn1c(=O)oc2ccccc21,4,-23,-6,9,14,-7,-5,-1.7,-3.0
Cc1cccc2nc(CSc3ncccc3C(=O)O)cn12,0,9,-2,5,7,0,-11,0.1,-0.5

# Ordered by the number under OXTR potentiator (low to high): 3 of the compounds above.
mol	OXTR potentiator
Cc1cccc2nc(CSc3ncccc3C(=O)O)cn12	-11
COc1ccc(C(C)(C)C)cc1NC(=O)CCCn1c(=O)oc2ccccc21	-5
Cc1ccc(NC(=O)C2CCN(C(=O)NCc3ccccc3)CC2)cc1C	-2

# Next section:
SMILES,TAAR1 ag,CHO parental Ca,CHRM1 agonist,CHRM1 PAM,TAAR1 antag,M1 antag,OXTR potentiator,V1R ag counter,OXTR agonist
CCOC(=O)c1cc(N2CCCCC2)nc2ccccc12,3,/,-4,-3,7,1,/,/,/
CCCC(=O)Nc1nnc(S(=O)(=O)N2CCCCCC2)s1,1,-9,1,10,19,-4,-5,0.4,-0.7
c1ccc(-c2cc(-c3ccccc3)ncn2)cc1,7,-6,-3,14,-28,-19,0,0.2,-3.7
CC(C)N1CCC(C)(C(=O)Nc2cccc3c2CCCC3)C1 (configuration not stated),3,/,-6,-1,1,4,/,/,/
COc1ccccc1-c1nnc(SCC(=O)O)n1-c1ccc(C)cc1,4,-4,-4,7,1,-4,3,1.2,-0.3
COc1cccc(C2Nc3ccc4ccccc4c3C3=C2C(=O)CC(C)(C)C3)c1OCC(=O)O (configuration not stated),0,-11,-5,1,9,-4,-1,-0.3,-0.9
COc1ccc(OC)c(S(=O)(=O)N2CCC(C(=O)Nc3cc(C)ccc3C)CC2)c1,7,-15,3,-8,8,-11,-4,3.0,4.3
Cc1ccccc1OCc1occc1C(=O)Nc1cccc(-n2cnnn2)c1,2,-2,-3,-3,27,5,-9,2.9,2.1
COc1ccccc1NC(=O)N1CCOCC1,2,-2,-4,15,-22,-16,-5,1.7,0.2
COc1ccc(C(=O)NCCS(=O)(=O)NC2CCCC2)cc1,0,-5,-4,2,-1,-6,1,1.1,-1.1
COc1cccc(CN(C)C(=O)C23CC4CC(CC(C4)C2)C3)c1,6,-23,-2,8,-10,-11,-9,-0.5,-1.1
CCOC(=O)Cn1nc(C)c(NC(=O)c2ccc([N+](=O)[O-])c(C)c2)c1C,0,0,1,-2,-7,21,-2,0.8,2.7
O=C(c1ncc[nH]1)c1cccs1,2,4,-3,13,-22,-19,-9,-0.2,0.3
CCCCCCc1cc2cc(C(=O)NCc3ccccc3)c(=N)oc2cc1O,8,-18,0,12,-5,-9,-4,1.1,1.9
CC1(c2ccc(OC(F)F)cc2)NC(=O)N(CC(=O)Nc2ccc(S(N)(=O)=O)cc2)C1=O (configuration not stated),8,-6,-3,-3,-4,11,-14,0.0,-1.4
Cc1nc2ccc(NS(=O)(=O)c3ccc(F)c(C)c3)cc2[nH]1,1,21,-1,-9,7,21,-20,1.6,1.7
CCOC(=O)N1CCC(N2CCN(CCC(C)C)C(CCO)C2)CC1 (configuration not stated),0,1,-9,-21,-7,41*,-3,0.8,1.0
CC1CCN(S(=O)(=O)c2ccc3c(c2)NC(=O)CS3)CC1,5,1,-2,6,5,-2,-14,0.6,0.0
O=C1NC[C@H](c2ccccc2)N(CCc2cccc3ccccc23)C1=O,9,-17,0,5,11,-4,2,-0.1,-0.1
CC(=O)c1cc(CC=C(C)C)c(O)c(CC=C(C)C)c1O,13,-1,-6,-8,30,-25,-16,0.0,-2.4
CCOC(=O)c1c(C)oc2ccc(O)c(CN3CCCCC3)c12,1,-18,-7,0,-17,-18,2,-1.2,-1.1
CC(C)c1ccc(/C=C/C(=O)NCc2ccc(S(N)(=O)=O)cc2)cc1,9,1,-9,-4,5,2,-10,0.3,-0.3
CCC(C)NC(=O)CSc1nc2scc(-c3ccccc3)c2c(=O)[nH]1 (configuration not stated),1,-5,-5,-10,3,16,-3,4.1,3.0
COc1ccc(Br)cc1/C=N/NC(=O)c1cccnc1,4,-10,2,11,-2,-15,10,0.6,-0.1
CC1(C(=O)NS(=O)(=O)c2cccc(C#N)c2)CCN1C(=O)CC1CC1 (configuration not stated),2,/,-2,5,-8,-8,/,/,/
Cc1ccc(C(OCC(O)CN2CCCCC2)c2ccccc2)cc1 (configuration not stated),-1,-24,-11,0,-11,-7,-3,0.9,2.2
COC(=O)CCC(=O)N1CCCC(C(=O)c2cc(F)ccc2F)C1 (configuration not stated),1,-5,-3,-1,-32,4,-2,0.9,-0.8
CN(CCC1CCCCO1)C(=O)c1cc(COc2ccc(F)cc2F)on1 (configuration not stated),-2,-17,1,13,0,-14,-10,1.4,-0.6
OCC[C@@H]1C[C@H](O)[C@@H](O)[C@@]2(Cc3ccccc3O2)O1,16,-8,-3,-1,0,3,1,0.7,0.6
CC(=O)c1c(O)c(C)c(O)c2c1OC1=Cc3c(c(C)nn3C)C(=O)C12C (configuration not stated),1,/,-4,-1,-5,3,/,/,/
Cc1c(C(=O)Nc2ccc(Cl)cn2)oc2ccccc12,15,-11,-1,1,-8,-21,-7,0.0,1.0
COc1ccc(C(C(=O)NC2CCCC2)N(C(=O)c2csnn2)C2CC2)cc1 (configuration not stated),1,-5,-6,10,-13,-6,-2,0.4,0.0
Cc1ccc(S(=O)(=O)N2CCN(C(=O)CSc3ccccn3)CC2)c(C)c1,0,-17,-3,0,-2,-4,-12,0.8,-0.1
O=C(Nc1nnc(S(=O)(=O)N2CCCCC2)s1)c1cccc(Br)c1,/,4,0,8,/,-12,-6,7.2,5.8
COc1cc(NC(=O)c2cc3c(=O)n(C)c4ccccc4c3n2C)cc(OC)c1OC,6,-3,-1,-4,15,2,-2,1.1,0.2
S=C(NCCc1c[nH]c2ccccc12)NC1CC1,3,-2,-4,5,15,5,-13,0.9,1.8
CC(CO)NCC12CC3CC(CC(C3)C1)C2 (configuration not stated),1,0,-5,9,14,-9,-3,1.0,0.6
CCS(=O)(=O)N1CCC(C(=O)NCCC2=CCCCC2)CC1,4,-1,3,12,-8,-37,-2,1.3,-0.3
COc1ccc(C(C)=O)cc1COc1nc(C)nc2ccccc12,2,-17,-7,2,-18,-3,3,0.4,0.9
C/C(=N\NC(=O)OC(C)(C)C)c1cccc([N+](=O)[O-])c1,1,0,-11,6,-5,-8,-4,0.2,-2.4
CCN(CC(=O)Nc1ccc(NC(C)=O)cc1)C(=O)c1c(C)nn(Cc2ccc(C)cc2)c1Cl,4,/,-3,15,-9,-11,/,/,/
COC(=O)c1cnc(Oc2ccc(NC(=O)NC(=O)c3ccccc3Cl)cc2)cc1C(F)(F)F,15,-12,0,4,-7,-5,-2,-1.0,1.1
Cc1cccc(OCCn2ccnc2)c1C,2,/,-7,15,-2,-23,/,/,/
CCOc1ccc2nc(CN3CCN(Cc4ccsc4)C(CCO)C3)ccc2c1 (configuration not stated),2,-19,-7,6,-7,0,1,-0.1,0.9
Cc1cccc(NC(=S)NC(=O)CCc2ccccc2)c1C,13,-23,-3,-1,32,-23,-6,1.2,-0.1
CC(C)(C)c1csc(NC(=O)c2c(F)c(F)c(F)c(F)c2F)n1,1,-24,-5,4,-26,-11,-14,2.3,-0.9
COc1ccc2nc(N3CCC(O)CC3)c(C#N)cc2c1,13,-6,-4,-1,9,9,-9,1.6,-0.3
Cc1ccc(F)cc1-c1cc(C(=O)NCc2cc(C(F)(F)F)cc(C(F)(F)F)c2)[nH]n1,8,/,-1,-19,-27,24,/,/,/
COc1ccc([N+](=O)[O-])cc1N(CC(O)CN(CC(C)C)CC(C)C)S(=O)(=O)c1ccccc1 (configuration not stated),0,-39,-9,1,-2,-2,8,-1.5,-1.9
COc1ccc2c(c1)CCc1c-2n[nH]c1C(=O)NCCC(C)C,1,-11,-4,7,5,-11,0,1.3,-1.3
COc1ccc(C2=Nc3ccccc3NC(=O)C2N(Cc2ccccc2)C(=O)C2=NNC(=O)CC2)cc1 (configuration not stated),2,/,-4,-4,-6,-8,/,/,/

# Rows are unselected. About 3.7% of those tested had a hit in this group.
